MrgX1 ag = activates human MrgX1 receptor signaling. MrgX1-HEK293 cells, Fluo-4 calcium fluorescence, agonist mode; active compounds read high. B-score at 10 µM. 310,000 tested, 0.44% active. AID 588627;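 active = calcium response B-score plate-corrected fluorescence ratio at least 3 library SD, with starting fluorescence B-score inside 5 SD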
Target sequence (Q96LB2 whole entry, looked up): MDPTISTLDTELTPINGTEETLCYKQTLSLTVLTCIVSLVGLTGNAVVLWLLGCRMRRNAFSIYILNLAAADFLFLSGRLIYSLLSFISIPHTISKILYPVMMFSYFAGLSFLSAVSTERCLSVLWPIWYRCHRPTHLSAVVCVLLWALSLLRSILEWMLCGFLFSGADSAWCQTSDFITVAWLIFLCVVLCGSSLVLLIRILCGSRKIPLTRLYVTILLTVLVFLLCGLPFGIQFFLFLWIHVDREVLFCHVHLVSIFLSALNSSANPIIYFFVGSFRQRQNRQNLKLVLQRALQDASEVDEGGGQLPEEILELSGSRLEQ
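Material – MrgX1-expressing HEK293 cells · Input – 15,000 cells seeded per well · Dosing – compound as first of three additions · Times – overnight seeding, then 1 h dark dye loading · Measured by – kinetic Fluo-4 NW fluorescence of intracellular calcium · Read-out – B-scored fluorescence response ratio · Benchmarks – positive and negative control wells on each plate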
MrgX1 antag = antagonists of human MrgX1 receptor; MRGX1-HEK293 calcium flux, Fluo-4, BAM8-22 antagonism; active compounds read low; B-score at 10 µM; 310,000 tested, 1.3% active; Q96LB2;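 active = calcium-response B-score plate-corrected more than 3 library SD below zero, starting fluorescence within 5 deviations, no agonist response on first addition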;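 also: peak minus trough fluorescence over baseline after final BAM8-22 challenge near maximal dose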
HIF activator = HIF pathway transcriptional activation. U2OS HRE-luciferase reporter, luminescence; normalized: DMSO 0%, desferrioxamine 100%. activation, % at 7.5 µM (by protocol). 300,000 tested, 0.32% active;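 active = mean activation of at least 10% of the iron chelator positive control signal, with at least half of replicates also reaching 10%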
MrgX1 PAM = human MrgX1 positive allosteric modulation, primary screen | Q96LB2 | MrgX1-HEK293, Fluo-4 calcium flux, FDSS; active compounds read high | B-score at 10 µM | 310,000 tested, 0.63% active | AID 588675;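 active = plate-corrected calcium response at least 3 library SD above typical, normal starting fluorescence, not activating the receptor alone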;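 also: compound read alongside a low EC10 to EC30 dose of BAM8-22 agonist; peak minus trough fluorescence over baseline measured at the second addition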
TRPC6 activator = mouse TRPC6 channel activation; Q61143; HEK293-TRPC6 membrane potential dye fluorescence; active compounds read high; B-score at 10 µM; 310,000 tested, 0.13% active; AID 2550;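 active = B-score of the integrated fluorescence ratio above library mean plus 3 SD, and starting fluorescence ratio within library mean plus 5 SD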;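 also: higher score means more depolarization so channel activation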
TRPC6 inhibitor = inhibitors of mouse TRPC6 channel; B-score at 10 µM; AID 2553; Q61143; 310,000 tested, 1.1% active; HEK293-TRPC6, membrane potential dye, ACh-evoked depolarization; active compounds read low;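 active = B-score under library mean minus 3 SD, initial fluorescence not abnormally high, positive integrated signal ratio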;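 also: B-score derived from integrated fluorescence ratio over the kinetic read; more negative B-score means stronger inhibition of depolarization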
TRPC4 act = activators of mouse TRPC4 channel | Q9QUQ5 | HEK293 TRPC4beta/mu-opioid, Fluo4 calcium fluorescence; active compounds read high | B-score at 10 µM | 310,000 tested, 0.49% active | AID 2237;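 active = B-score above 5 SD of library B-scores, and initial fluorescence ratio not above library mean plus 5 SD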;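 also: positive B-score marks a calcium rise read as TRPC4 activation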
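Assay system: HEK293 stable line with TRPC4beta plus mu-opioid receptor. Times: dye 45 min RT, read 110 s. Measured by: kinetic Fluo4 calcium fluorescence. Measure: B score of integrated ratio. Controls: assay buffer as low control, maximal DAMGO as high control.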
PolyA inhibitor = blocks polyadenylation in yeast reporter cells | S. cerevisiae SKY197-pL101 polyadenylation reporter, beta-gal luminescence; efflux-impaired pdr1/pdr3 knockout yeast; score 100 = 6 SD above DMSO | calls only at 12 µM | 300,000 tested, 0.02% active | AID 1875;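 active = lowest replicate activity score at least 50, where 100 means six control SD above control mean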;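 also: yeast exposed to compound for 9 h at 30 °C; higher score means more reporter readthrough which indicates perturbed polyadenylation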
TRPC4 potent = allosteric potentiators of mouse TRPC4 channel | HEK293 TRPC4beta/mu-opioid, DAMGO EC20, Fluo-4 Ca2+ flux; active compounds read high | B-score at 10 µM | 310,000 tested, 0.42% active | AID 2227;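 active = B-score of calcium response area above 5 SD of library B-scores, with initial fluorescence ratio within 5 SD of library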;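 also: B-score of integrated fluorescence ratio over time as area under calcium response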
AI-2 QS modul = modulators of Vibrio harveyi AI-2 quorum sensing system; 300,000 tested, 0.4% active; Vibrio harveyi JMH597 AI-2 luminescence/OD600 ratio, 9 h; active compounds read low; strain lacks LuxN and CqsS sensors; 0 = neutral-control median; activity change, % at 7.5 µM; in the data active = activity change below about -75%, passing the limit was not always enough;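 also: luminescence divided by OD600 gain over 9 h not by final OD600 alone; inactives centre near 13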
TRPC4 inh = inhibitors of mouse TRPC4 channel; B-score at 10 µM; HEK293 TRPC4beta/mu-opioid, DAMGO-evoked Fluo4 calcium flux; active compounds read low; AID 2247; Q9QUQ5; 300,000 tested, 0.39% active;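 active = B-score over 3 SD under the library average, no early fluorescence shift, positive overall ratio signal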
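Assay system – HEK293 line stably carrying TRPC4beta and mu-opioid receptor · Doses – single dose · Detection – Fluo4 calcium-dye fluorescence, kinetic read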
* hit, by the source's call; i = inactive; nt = not tested or not shown. Some of the compounds tested. The share of hits here may be higher or lower than overall.

nr	Compound	AI-2 QS modul	MrgX1 PAM	TRPC4 potent	TRPC4 act	PolyA inhibitor	TRPC6 activator	MrgX1 ag	MrgX1 antag	TRPC6 inhibitor	HIF activator	TRPC4 inh
1	Cc1cc(=O)oc2cc(OCCSCCN3CCCC3)ccc12	12	i	i	i	i	i	i	i	i	0.6	i
2	COc1ccc(/C=C/C(=O)OCC(=O)c2c(C)[nH]c3ccccc23)cc1OC	0	i	i	i	i	i	i	i	i	-0.2	i
3	CC1CC(C)CN(S(=O)(=O)c2ccc(Oc3ccc([N+](=O)[O-])cc3)cc2)C1 (stereo not given)	63	i	i	i	i	i	i	i	i	0.4	i
4	CC(=O)Nc1nc(C2CC2)cc(-c2ccccc2)c1C#N	-1	i	i	i	i	i	i	i	i	-0.4	i
5	CCn1ccc(C(=O)Nc2ccccc2Cl)n1	11	i	i	i	i	i	i	i	i	1.6	i
6	COC(=O)c1cc(C(=O)OC)cc(N2C(=O)CC(N3CCN(c4ccccc4)CC3)C2=O)c1 (stereo not given)	10	nt	i	i	i	i	nt	nt	i	-0.1	i
7	CCCCCOC(=O)NCCOC(=O)Nc1ccc(C(=O)OCC)cc1	22	i	i	i	i	i	i	i	i	-0.9	i
8	O=C(NCCCn1ccnc1)c1ccccc1F	15	i	i	i	i	i	i	i	i	2.6	i
9	O=S(=O)(NCC1CCCO1)c1cnc(Cl)c(Cl)c1 (stereo not given)	1	i	i	i	i	i	i	i	i	nt	i
10	O=C(CSc1ccc(-c2nc3ccccc3[nH]2)cn1)N1CCN(C(=O)c2ccco2)CC1	36	i	i	i	i	i	i	i	i	0.3	i
11	CCOC(=O)C(c1ccccc1)C(Nc1ccc(F)cc1)c1ccccn1 (stereo not given)	41	i	i	i	i	i	i	i	i	-0.2	i
12	O=C(CSc1ccccc1[N+](=O)[O-])NC1CCS(=O)(=O)C1 (stereo not given)	14	i	i	i	i	i	i	i	i	-0.1	i
13	COC(=O)Cc1nnc(NC(=O)C(C)C)s1	18	i	i	i	i	i	i	i	i	-0.3	i
14	COc1ccc(C(=O)NC2CCN(C(=S)Nc3cccc(C)c3C)CC2)cc1	20	i	i	i	i	i	i	i	i	-0.6	i
15	Cc1cc(NC(=O)c2c(-c3c(F)cccc3Cl)noc2C)no1	4	i	i	i	i	i	i	i	i	-0.2	i
16	CN(C)CCN(C(=O)C1CCCCC1)c1nc2cc3c(cc2s1)OCO3	15	i	i	66*	i	i	i	i	i	1.2	-6*
17	COc1ccc(NC(=O)/C(=C/c2cccnc2)NC(=O)c2cccs2)cc1	26	i	i	i	i	i	i	i	i	-0.6	i
18	COc1ccc(OC)c(S(=O)(=O)N(C)CC(=O)Nc2ccc3c(c2)OCCO3)c1	25	i	i	i	i	i	i	i	i	0.2	i
19	COC(=O)CC1=NN(c2nc(C)cc(C)n2)C(=O)C1	15	i	i	i	i	i	i	i	i	-0.2	i
20	Cc1cc(NC(=O)C(=O)c2cn(C)c3ccccc23)no1	-10	i	i	i	i	i	i	i	i	0.6	i
21	Cc1c(C(=O)Nc2c(C)n(C)n(-c3ccccc3)c2=O)oc2ccc(Cl)cc12	6	i	i	i	i	i	i	i	i	1.0	i
22	CC(C)C(=O)Nc1ccc(Cl)cc1-c1nc2ccccc2[nH]c1=O	-6	i	i	i	i	i	i	i	i	-0.3	i
23	COc1ccc(/C=C2\CCCc3c2nc2ccccc2c3C(=O)OCC(=O)c2c(N)n(C)c(=O)n(C)c2=O)cc1	42	i	i	i	i	i	i	i	i	-15	i
24	COC(=O)Nc1ncc(CN2CCC(c3ccccc3)CC2)s1	19	i	i	i	i	i	i	i	i	2.2	i
25	CCC(C)[C@H](NC(=O)NC(C)C)C(=O)O (stereo not given in full)	20	i	i	i	i	i	i	i	i	-0.3	i

Random excerpt: two records from the list, in no set order.
nr	Compound	AI-2 QS modul	MrgX1 PAM	TRPC4 potent	TRPC4 act	PolyA inhibitor	TRPC6 activator	MrgX1 ag	MrgX1 antag	TRPC6 inhibitor	HIF activator	TRPC4 inh
11	CCOC(=O)C(c1ccccc1)C(Nc1ccc(F)cc1)c1ccccn1 (stereo not given)	41	i	i	i	i	i	i	i	i	-0.2	i
9	O=S(=O)(NCC1CCCO1)c1cnc(Cl)c(Cl)c1 (stereo not given)	1	i	i	i	i	i	i	i	i	nt	i

More records:
nr	Compound	AI-2 QS modul	MrgX1 PAM	TRPC4 potent	TRPC4 act	PolyA inhibitor	TRPC6 activator	MrgX1 ag	MrgX1 antag	TRPC6 inhibitor	HIF activator	TRPC4 inh
26	COc1ccc(CCNC(=O)COC(=O)/C=C/c2cccs2)cc1OC	36	i	i	i	i	i	i	i	i	-0.5	i
27	COC(=O)c1ccc(S(=O)(=O)NCc2ccc(S(N)(=O)=O)cc2)n1C	21	i	i	i	i	i	i	i	i	-0.2	i
28	CCN(CC)CCOC(=O)c1ccc([N+](=O)[O-])cc1	2	i	i	i	i	i	i	i	i	0.0	i
29	CCN(CC(=O)Nc1ccccc1OC)C(=O)Cn1cnc2ccccc2c1=O	15	i	i	i	i	i	i	i	i	0.2	i
30	C/C(=N/NC(=O)CSc1nc2ccccc2n1C)c1ccc(O)cc1	12	i	i	i	i	i	i	-4.9*	i	-0.5	i
31	O=C(CN1CCCCC1)Nc1nc(-c2ccc(Cl)cc2)cs1	31	i	i	i	i	i	i	i	i	0.1	i
32	O=C(N1CCOCC1)N1CCC(NC(=O)C23CC4CC(CC(C4)C2)C3)CC1	-1	i	i	i	i	i	i	i	i	-1.1	i
33	Cc1nc2ccc(S(=O)(=O)NC(C(=O)NCc3ccc4c(c3)OCO4)C(C)C)cc2s1 (stereo not given)	16	i	i	i	i	i	i	i	i	nt	i
34	Clc1ccc2[nH]cc(-c3nnnn3-c3ccccc3)c2c1	18	i	i	i	i	i	i	i	i	0.2	i
35	O=C(NCCc1ccc(F)cc1)c1ccc(NS(=O)(=O)c2ccc3[nH]c(=O)[nH]c3c2)cc1	nt	i	i	i	i	i	i	i	i	-0.1	i
36	CC(C)(C)c1ccc(C(=O)N2CCN(CCNC(=O)C(=O)NCc3ccccc3)CC2)cc1	32	i	i	i	i	i	i	i	i	-0.1	i
37	O=c1cc(CSc2ccccc2)nc(-c2ccncc2)[nH]1	11	i	i	i	i	i	i	i	i	0.3	i
38	CCOc1ccc(C(=O)N2CCc3ccccc32)cc1OCC	36	i	i	i	i	i	i	i	i	-0.9	i
39	CC1CN(Cc2ccccc2)c2nc3c(c(=O)n(CC(N)=O)c(=O)n3C)n2C1 (stereo not given)	0	i	i	i	i	i	i	i	i	nt	i
40	Cc1ccc(-c2cccc(NC(=O)C3C(C(=O)O)[C@@H]4C=C[C@H]3C4)c2)o1 (stereo not given in full)	15	i	i	i	i	i	i	i	i	0.0	i
41	COc1ccc(C(CNC(=O)c2cccc3cccnc23)N(C)C)cc1 (stereo not given)	nt	i	i	108*	i	i	i	i	i	-0.9	-7*
42	CCC(C)c1ccccc1NC(=O)COC(=O)c1ccc(C)c(NC(=O)c2ccco2)c1 (stereo not given)	8	i	i	i	i	i	i	i	i	-1.2	i
43	COc1cc(C(=O)NCC(c2ccc(F)cc2)N2CCOCC2)ccc1OCc1ccccc1Cl (stereo not given)	9	i	i	i	i	i	i	i	i	-0.2	i
44	COCCSc1ccccc1C(=O)N1CCN(c2ccccc2)CC1	14	i	i	i	i	i	i	i	i	0.5	i
45	O=[N+]([O-])c1cccc(N=NN(CCO)c2cccc([N+](=O)[O-])c2)c1	24	i	i	i	i	i	i	i	i	-0.1	i
46	CC(=O)NNc1cc(C)nc(NS(=O)(=O)c2ccc(C)cc2)n1	6	i	i	i	i	i	i	i	i	-0.7	i
47	C/C(=N\O)c1ccc2c(c1)CC(C)O2 (stereo not given)	13	i	i	i	i	i	i	i	i	1.4	i
48	O=C(NNC(=S)Nc1ccccc1Cl)c1ccccc1Br	-7	i	i	i	i	i	i	i	i	3.4	i
49	O=C(CC1SC(=O)N(Cc2ccccc2)C1=O)Nc1nccs1 (stereo not given)	13	i	i	i	nt	i	i	i	i	0.2	i
50	CC(C)OCCCNC(=O)[C@H]1N2C(=O)c3ccccc3C2SC1(C)C (stereo not given in full)	14	i	i	i	i	i	i	i	i	0.3	i
51	O=C(NCc1ccccc1Cl)C1CCCN(c2nc3ccsc3c(=O)s2)C1 (stereo not given)	14	i	i	i	i	i	i	i	i	-0.2	i
52	Cc1cc(C)c2c(CC(=O)N(CCC#N)Cc3cccnc3)coc2c1	23	i	i	i	i	i	i	i	i	-0.4	i
53	COc1ccc(/C(C)=N/NC(=O)CNC(=O)c2cccnc2)cc1	14	i	i	i	i	i	i	i	i	0.2	i
54	C/C=C/C=C/C(=O)Nc1cccc(C2=NOC3(C2)C[C@H](C(N)=O)N(C(=O)CC(c2ccccc2)c2ccccc2)C3)c1 (stereo not given in full)	24	i	i	i	i	i	i	i	i	-1.5	i
55	COc1ccc(N2CC(C(=O)OC(C)C(=O)c3ccccc3)CC2=O)cc1 (stereo not given)	10	i	i	i	i	i	i	i	i	0.8	i
56	O=C(c1ccccc1)N1N=C(c2ccccc2)CC1c1ccccc1[N+](=O)[O-] (stereo not given)	30	i	i	i	i	i	i	i	i	0.9	i
57	C[C@H]1CC[C@]2(O[C@@H](CCO)C[C@H](O)[C@H]2O)O1	5	i	i	i	i	i	i	i	i	-5.6	i
58	CCn1c(COc2cccc(C)c2)nnc1SCC(=O)NC1CCCC1	7	i	i	i	i	i	i	i	i	0.0	i
59	O=C(COC(=O)c1ccc(F)c(S(=O)(=O)N2CCCCC2)c1)NCc1ccc(F)cc1	12	i	i	i	i	i	i	i	i	-0.1	i
60	Cc1ccc(CNC(=O)N2CCN(S(=O)(=O)c3ccccc3)CC2)cc1	20	i	i	i	i	i	i	i	i	-2.7	i
61	O=C(c1ccccc1)c1ccc2nc[nH]c2c1	3	i	i	i	i	i	i	i	i	1.9	i
62	COCC(C)NS(=O)(=O)c1ccc(NC(=O)c2ccccn2)cc1 (stereo not given)	18	i	i	i	i	i	i	i	i	0.3	i
63	Cc1onc(-c2ccccc2)c1C(=O)NC(=S)NNC(=O)c1ccncc1	36	i	i	i	i	i	i	i	i	-0.2	i
